IDE act = human IDE activators in live cells, primary screen, fluorescence polarization, HEK cells, FAbeta-B substrate; FAbeta-B cleavage; 0% vehicle, 100% cell-free pure enzyme wells; activation, % at 5.96 µM; 340,000 compounds, 0.073% hits;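 active means activation above the mean of all tested compounds plus 3 SD, set per screening campaign, cut at about 17% in these data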
Target sequence (P14735 whole entry, looked up): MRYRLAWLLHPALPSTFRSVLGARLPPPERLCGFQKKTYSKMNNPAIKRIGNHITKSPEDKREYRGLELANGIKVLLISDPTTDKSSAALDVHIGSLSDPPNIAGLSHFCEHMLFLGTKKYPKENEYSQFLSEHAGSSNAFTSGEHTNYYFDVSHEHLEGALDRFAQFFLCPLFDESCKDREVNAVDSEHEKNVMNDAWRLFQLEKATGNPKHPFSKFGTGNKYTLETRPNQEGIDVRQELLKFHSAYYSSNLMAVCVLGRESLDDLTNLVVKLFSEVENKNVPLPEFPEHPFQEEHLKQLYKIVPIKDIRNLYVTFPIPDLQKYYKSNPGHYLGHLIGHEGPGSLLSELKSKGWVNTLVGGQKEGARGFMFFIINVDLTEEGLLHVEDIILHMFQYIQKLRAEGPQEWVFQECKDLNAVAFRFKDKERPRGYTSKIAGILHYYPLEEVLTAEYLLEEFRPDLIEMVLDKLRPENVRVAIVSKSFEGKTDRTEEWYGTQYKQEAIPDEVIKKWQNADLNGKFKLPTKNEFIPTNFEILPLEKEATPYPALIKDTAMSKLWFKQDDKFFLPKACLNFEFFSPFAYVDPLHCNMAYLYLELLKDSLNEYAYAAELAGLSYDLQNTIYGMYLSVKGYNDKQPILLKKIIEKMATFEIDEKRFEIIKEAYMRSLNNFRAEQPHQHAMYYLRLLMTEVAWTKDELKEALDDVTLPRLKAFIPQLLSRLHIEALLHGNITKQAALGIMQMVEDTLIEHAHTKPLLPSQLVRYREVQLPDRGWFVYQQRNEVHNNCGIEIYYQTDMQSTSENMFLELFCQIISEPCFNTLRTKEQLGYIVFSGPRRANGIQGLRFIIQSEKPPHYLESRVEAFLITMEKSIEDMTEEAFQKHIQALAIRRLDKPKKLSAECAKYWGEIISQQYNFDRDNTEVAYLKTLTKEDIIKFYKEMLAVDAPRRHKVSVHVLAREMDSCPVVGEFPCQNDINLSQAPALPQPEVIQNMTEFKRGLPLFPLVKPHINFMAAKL
IDE inh = human IDE inhibitors in live cells, primary screen, fluorescence polarization, HEK cells, FAbetaB substrate; Insulin-degrading enzyme (Homo sapiens), P14735; FAbetaB cleavage; inhibition, % at 5.59 µM; 320,000 compounds, 0.41% hits; AID 434962, 2010;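 active means percent inhibition above the average of all tested compounds plus 3 SD, set per screening campaign, cut at about 16% in these data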;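 further: IDE supplied by intact live HEK cells; FP after avidin binding of uncleaved biotin substrate so inhibition keeps polarization high; 0% = DMSO wells and 100% = 60 µM reference IDE inhibitor Ii1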
Numbers without * were called inactive.

The opening five records, ahead of the listing:
IDE inh | IDE act | SMILES
0 | 4 | COc1ccc(CCNC(=O)C(=O)NCC2CCCN2S(=O)(=O)c2cccs2)cc1 (stereo not drawn)
1 | 2 | Cc1noc(C)c1S(=O)(=O)N(C)C[C@H]1Oc2c(NC(=O)Nc3ccc4c(c3)OCO4)cccc2C(=O)N([C@H](C)CO)C[C@@H]1C
1 | 0 | O=C(Cc1ccc(S(=O)(=O)N2CCCC2)s1)Nc1cccc([N+](=O)[O-])c1
7 | 1 | CN(C(=O)CSc1ncnc2sccc12)C1CCS(=O)(=O)C1 (stereo not drawn)
1 | 0 | COc1ccc(-c2cc3cc(F)ccc3cn2)cc1

Results, previewed entries included:
IDE inh | IDE act | SMILES
0 | 4 | COc1ccc(CCNC(=O)C(=O)NCC2CCCN2S(=O)(=O)c2cccs2)cc1 (stereo not drawn)
1 | 2 | Cc1noc(C)c1S(=O)(=O)N(C)C[C@H]1Oc2c(NC(=O)Nc3ccc4c(c3)OCO4)cccc2C(=O)N([C@H](C)CO)C[C@@H]1C
1 | 0 | O=C(Cc1ccc(S(=O)(=O)N2CCCC2)s1)Nc1cccc([N+](=O)[O-])c1
7 | 1 | CN(C(=O)CSc1ncnc2sccc12)C1CCS(=O)(=O)C1 (stereo not drawn)
1 | 0 | COc1ccc(-c2cc3cc(F)ccc3cn2)cc1
2 | -2 | C[C@H](CO)N1C[C@H](C)[C@@H](CN(C)S(=O)(=O)c2ccccc2)Oc2c(cccc2N(C)C)C1=O
-4 | 0 | Cc1oc(-c2ccccc2)nc1C(=O)OCC(=O)NC(C)c1ccccc1 (stereo not drawn)
0 | -5 | CCN(CC)C(=O)c1[nH]cnc1C(=O)Nc1cccc(Cl)c1
-5 | -1 | CCN(CC(=O)NCc1cccs1)C(=O)c1ccc(S(=O)(=O)N(CC)c2ccccc2)cc1
-1 | 0 | CCCc1cc(=O)[nH]c(SCC(=O)N(CCOC)c2c(N)n(Cc3ccccc3)c(=O)[nH]c2=O)n1
-4 | 4 | COc1ccc(N(C)S(=O)(=O)c2cccc(C(=O)Nc3nnc(C)s3)c2)cc1
-2 | 0 | Cn1cccc1CC(=O)NNC(=O)Nc1ccccc1F
3 | 5 | C[C@H](CO)N1C[C@H](C)[C@@H](CN(C)C(=O)Nc2ccc(C(F)(F)F)cc2)Oc2ccc(NC(=O)NC3CCCCC3)cc2C1=O
-1 | 1 | CCN(c1ccccc1)S(=O)(=O)c1ccc(C(=O)Nc2ccccn2)cc1
5 | 3 | Cc1ccc(C(=O)NCC(=O)OCc2c(F)cccc2Cl)cc1
0 | 9 | O=C(Nc1ccccc1N1CCCCC1)c1ccc(-c2cc(Cl)ccc2Cl)o1
-4 | 5 | O=C(COC(=O)c1ncc(Cl)c(Cl)c1Cl)Nc1cccnc1Cl
-4 | 2 | Cc1cc2occ(CC(=O)N(C)CC(=O)Nc3ccccc3C(F)(F)F)c2cc1C
7 | 2 | O=C(OCC#CCSc1nnc(-c2cccc3ccccc23)o1)c1cnc[nH]1
-1 | 3 | CCc1cccc(C)c1NC(=O)CSc1n[nH]c(N)n1
1 | 1 | O=C(CSc1n[nH]c(-c2ccc(Br)cc2)n1)NC1CCCC1
4 | 2 | Nc1ccn(CC(=O)NCCc2ccccn2)c(=O)n1
-1 | 1 | COc1ccc2oc(C(=O)OCC(=O)NC3(C#N)CCCC3)c(C)c2c1
4 | 0 | COc1ccc2c(CC(=O)NNC(=O)c3ccc(O)cc3)coc2c1
-3 | 5 | CCC(COC(=O)c1ccccc1)Oc1cc(NCc2ccccc2)c2ncn(C(C)C)c2c1 (stereo not drawn)
-1 | 1 | COc1ccccc1CCC(=O)OCC(=O)c1c(N)n(CC(C)C)c(=O)n(C)c1=O
-2 | 1 | Cc1ccc(NC(=O)CSc2nc3ccccc3c(=O)[nH]2)cc1[N+](=O)[O-]
2 | 1 | Cc1ccc(S(=O)(=O)NCC(=O)OCC(=O)NCCc2ccccc2)cc1
3 | 1 | CCOC(=O)C1CCCN(C(=S)Nc2ccc(S(=O)(=O)N3CCOCC3)cc2)C1 (stereo not drawn)
1 | 2 | COc1ccc(C)cc1NC(=O)c1cc(-c2ccccc2)nc2c1cnn2C(C)C
-5 | -1 | CSCCC(NC(=O)c1ccco1)C(=O)N1CCCCCCC1 (stereo not drawn)
1 | 1 | COc1cc([C@H]2OC[C@H]3[C@@H]2CO[C@H]3c2ccc(O)c(OC)c2)ccc1O
1 | 0 | COCc1nnc(NC(=O)C2CC(=O)N(c3ccc(C)c(Cl)c3)C2)s1 (stereo not drawn)
-1 | 6 | CCN(C(=O)CSc1nnc(-c2ccc(F)cc2)n1C)C1CCS(=O)(=O)C1 (stereo not drawn)
6 | -1 | O=C(CCc1nc2ccccc2c(=O)[nH]1)N1CCCc2ccccc21
2 | 3 | Cc1ccc(N2CC(NC(=O)N3CCN(C(=O)c4ccco4)CC3)CC2=O)cc1 (stereo not drawn)

Whole records, looked up by structure. Order of screens: IDE inh, IDE act
CCC(COC(=O)c1ccccc1)Oc1cc(NCc2ccccc2)c2ncn(C(C)C)c2c1 (stereo not drawn) reads -3, 5
COc1ccc(C)cc1NC(=O)c1cc(-c2ccccc2)nc2c1cnn2C(C)C reads 1, 2
Cc1ccc(NC(=O)CSc2nc3ccccc3c(=O)[nH]2)cc1[N+](=O)[O-] reads -2, 1

(list continues)
IDE inh | IDE act | SMILES
3 | 3 | C[C@@H]1CC(=O)[C@H]2CC(CO)=CCC[C@@H]2[C@@]1(C)CC/C(=C/CO)CO
-2 | 1 | Cn1nnnc1SCC(=O)Nc1ncc(Cl)cc1Cl
1 | -3 | COC(=O)c1cc(Br)ccc1N(Cc1cc(OC)cc(OC)c1)S(C)(=O)=O
-4 | -2 | CCc1cccc(C)c1NC(=O)CN1CCN(S(=O)(=O)c2ccc(C(C)(C)C)cc2)CC1
10 | -2 | COc1cccc(-c2ncc3ccccc3c2COC(=O)c2ccc(C(F)(F)F)cc2)c1
1 | 1 | Cc1ccc(C(=O)NCC(=O)OCCCOC(=O)CNC(=O)c2ccc(C)cc2)cc1
-8 | 0 | CCOc1ccccc1N1CCN(C(=O)C2CSC3(C)CCC(=O)N23)CC1 (stereo not drawn)
9 | 8 | CCC1(c2ccccc2)NC(=O)N(CC(=O)Nc2cc(Cl)ccc2N2CCOCC2)C1=O (stereo not drawn)
6 | -3 | Cc1ccc(NC(=O)COC(=O)Cn2cnc3ccccc32)c(C)c1
1 | 0 | NC(=O)C1CCN(c2nc(-c3cccc(N)c3)cs2)CC1
0 | 5 | CCC(C)c1ccccc1NC(=O)c1cccc(-n2cnnn2)c1 (stereo not drawn)
3 | 3 | C[C@@H]1CN([C@@H](C)CO)C(=O)Cc2cc(NC(=O)Nc3cccc4ccccc34)ccc2O[C@@H]1CN(C)Cc1ccc(C(F)(F)F)cc1
3 | 3 | Cc1ccc(C(=O)OCC(=O)NCc2ccc(Cl)cc2Cl)o1
3 | 2 | CCOc1ccc(NC(=O)CCC(=O)NNC(=O)c2cccc([N+](=O)[O-])c2)cc1
-3 | 4 | CC(=O)c1c(C)[nH]c(C(=O)COC(=O)c2cc(C)oc2C)c1C
1 | 2 | CSCCC(NC(=O)c1ccccc1Cl)C(=O)N(C)CC(=O)Nc1ccc(N2CCOCC2)cc1 (stereo not drawn)
-6 | -1 | O=C(NC(=S)Nc1ccc(O)cc1)C1CCCC1
0 | 6 | O=C(NCCC(=O)N1CCCCCCC1)c1ccc(Cl)cc1
-7 | 1 | COc1cccc(CNC(=O)CCS(=O)(=O)c2ccccc2Cl)c1
-2 | -2 | COc1ccc(NC(=O)[C@@H]2CCCN2C(=O)c2cccs2)cc1S(=O)(=O)N1CCCCC1
-8 | 5 | CCCNC(=O)C(Cc1ccccc1)NC(=O)c1ccccn1 (stereo not drawn)
-2 | 4 | CC(C)(C)c1ccc(OCC(=O)N2CCN(c3ccccn3)CC2)cc1
7 | -2 | COc1ccc(N2CCN(S(=O)(=O)CCNC(=O)CCCc3ccccc3)CC2)cc1
2 | 2 | COc1ccc(-c2nc(SCC(=O)Nc3c(F)cccc3F)n[nH]2)cc1
-11 | 39* | C#CCOCCOCCOCCNc1nc(N2CCN(C(=O)CCCCCCCCCCNC(=O)[C@H]([C@@H](C)CC)n3cc(CCCCCN)nn3)CC2)nc(N2CCN(C(=O)CCCCCCCCCCNC(=O)[C@@H]([C@H](C)O)n3cc(C)nn3)CC2)n1
-4 | 2 | Cn1nnnc1Sc1ncnc2scc(-c3ccc(Cl)cc3)c12
6 | 2 | COc1ccccc1CNC(=O)CN1C(=O)NC(c2ccccc2)(c2ccccc2)C1=O
-1 | 5 | CC(CC(=O)OCC(=O)NCc1ccc(Cl)cc1)c1ccccc1 (stereo not drawn)
0 | 1 | COc1ccc(OCC(=O)OCC(=O)NC2CCCCC2C)cc1 (stereo not drawn)
-4 | 7 | CCCCn1c(N)c(N(C)C(=O)C2CCCC2)c(=O)[nH]c1=O
7 | -7 | CCN(c1ccccc1)S(=O)(=O)c1cccc(C(=O)NCc2ccncc2)c1
-4 | 2 | CN(C)S(=O)(=O)c1ccc(Cl)c(C(=O)NNC(=O)Cc2nc3ccccc3n2C)c1
2 | 1 | O=C(CN1C(=O)NC2(CCOc3ccccc32)C1=O)N1CCCCC1 (stereo not drawn)
-3 | 3 | CO[C@H]1[C@@H]2C=CO[C@@H](O[C@H]3O[C@@H](CO)[C@H](O)[C@@H](O)[C@@H]3O)[C@@H]2[C@@]2(CO)O[C@@H]12
-5 | -2 | O=C(Cn1cc(C(F)(F)F)ccc1=O)NCC1CCCO1 (stereo not drawn)
0 | 4 | COc1cccc(C(=O)NCCS(=O)(=O)NCC2CCCO2)c1 (stereo not drawn)
-9 | 4 | Nc1nc2c(c(=O)[nH]1)CN(Cc1ccccc1)CC2
0 | 8 | COc1ccc(OC)c(C(=O)Nc2c(O)ccc3ccccc23)c1
1 | 3 | O=C(Cc1ccc(Br)cc1)N1CCN(C(=O)c2ccccc2)CC1
0 | 0 | O=C(CCc1nc2ccccc2c(=O)[nH]1)Nc1nnc(SCc2ccc(Cl)cc2)s1
0 | -2 | Cc1ccc(CNC(=O)c2cc(-c3ccccc3)n(Cc3cc(C)no3)n2)cc1
-3 | 1 | Cc1ccc(/C=N/NC(=O)c2cc3c(s2)CCCC3)o1
-4 | 2 | CCN(CC)c1ccc(C(=O)NNC(=O)CN2C(=O)NC(C)(c3ccccc3)C2=O)cc1 (stereo not drawn)
1 | 5 | CCCSc1ccc([C@H]2N[C@@](CC(C)C)(C(=O)OC)[C@H]3C(=O)N(CC)C(=O)[C@@H]23)cc1
7 | 3 | CCCN(C(=O)C1CSC2(C)CCC(=O)N12)c1c(N)n(Cc2ccccc2)c(=O)[nH]c1=O (stereo not drawn)
6 | 1 | CN(CCOc1ccc(Cl)cc1)C(=O)CN1C(=O)NC2(CCCC2)C1=O
5 | 6 | O=C(Nc1ncccc1O)c1ccc(S(=O)(=O)Nc2ccccc2)cc1
3 | 4 | Cc1cccn2c(=O)c3cc(C(=O)N4COCC4(C)C)n(Cc4ccccc4)c3nc12
8 | 1 | O=C(OCc1nc2ccsc2c(=O)[nH]1)c1ccco1
-2 | 6 | c1ccc(C[C@H]2CNCCN2CCc2cccc3ccccc23)cc1
0 | 4 | COc1ccc(C(=O)Nc2ccc(S(=O)(=O)N(C)c3ccccc3)cc2)cc1
3 | 5 | CCOc1ccc(NC(=O)CN(C)C(=O)c2cn3ccccc3n2)cc1OCC
0 | 1 | CCCNC(=O)N1CCN(S(=O)(=O)c2ccc3c(c2)OCCO3)CC1
-1 | -5 | O=C(NNC(=O)c1cccc(S(=O)(=O)Nc2ccc(Cl)cc2)c1)c1ccc(=O)[nH]c1
8 | 2 | CC(=O)N1CCN(S(=O)(=O)c2cccc(C(=O)NC3CC3)c2)CC1
4 | 5 | Cc1cc(NC(=O)CSCC(=O)Nc2cc(Cl)ccc2N2CCN(C)CC2)no1
1 | 7 | C=CC[C@H](CC(=O)N(CCO)Cc1ccccc1)C(=O)NC[C@H](OC(=O)[C@@H](CC=C)Cc1ccc(F)cc1)c1ccccc1
6 | -5 | C[C@H](CO)N1C[C@H](C)[C@@H](CN(C)Cc2ccccc2)Oc2c(NS(=O)(=O)c3ccccc3)cccc2C1=O
0 | -2 | c1ccc2ccccc2c1
-3 | -2 | C=CCSc1nnc(NC(=O)C2CC(=O)N(c3ccc4c(c3)OCCO4)C2)s1 (stereo not drawn)

Other compounds follow:
IDE inh | IDE act | SMILES
4 | 4 | O=C(CCc1nc2ccccc2c(=O)[nH]1)NNC(=O)COc1cccc(F)c1
-7 | 0 | CN(CC(=O)Nc1cccc(F)c1)C(=O)c1cccnc1Sc1ccccc1Cl
-5 | -3 | O=C(Nc1cc(Cl)ccc1-n1cncn1)C1CC1
-1 | 10 | COc1ccc2ccc(C(C)(C(C)=O)C(=O)OC(C)C)cc2c1 (stereo not drawn)
-3 | -1 | CCN(C(=O)COC(=O)c1ccccc1NCCO)c1cccc2ccccc12
3 | 3 | COc1cccc(NCc2nnc(SCC(=O)NC3CCS(=O)(=O)C3)n2C2CCCCC2)c1 (stereo not drawn)
-1 | -2 | O=C(COC(=O)CN1C(=O)COc2ccccc21)NCc1ccc(F)cc1
-3 | 7 | CC(=O)[C@H]1[C@H]([C@H](O)[C@H](O)CO)O[C@](O)(C(=O)O)C[C@@H]1O
0 | 2 | Cc1ccc(C)c(S(=O)(=O)N2CCCC2CNC(=O)C(=O)NCc2ccccc2C)c1 (stereo not drawn)
1 | 5 | CCN(CC(=O)NCc1cccs1)C(=O)CCC(=O)c1ccc(C)cc1
7 | -5 | COc1ccc(NC(=O)CN(C)C(=O)c2cccc(S(=O)(=O)N3CCCc4ccccc43)c2)cc1
-6 | 2 | COc1ccc(CCn2c(C)cc(C(=O)COC(=O)c3cnc(C)cn3)c2C)cc1
1 | 1 | CC(C)COc1cccc(C(=O)N(CC(=O)Nc2ccccc2C(F)(F)F)Cc2ccco2)c1
-1 | 4 | CC(=O)c1ccc(S(=O)(=O)Nc2ccc3c(c2)OCO3)cc1

Assay outcomes as filed in PubChem BioAssay.

Not all compounds are listed; count on the stated rates, not on these rows.
